Screens from PubChem.
cardiac RTF act: increases calcium sensitivity of human cardiac regulated thin filaments; P19429+P45379; IANBD-labeled TnC RTF fluorescence at EC20 calcium; 0% EC20 calcium, 100% full calcium; activation, % at 7.2 µM; 340,000 tested, 0.24% active; AID 493008;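 active means activation above the mean over all tested compounds plus 3 SD, cut at about 30% in these data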;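 further: rise in fluorescence read as greater calcium sensitivity of cardiac thin filaments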
SR-BI HDL uptake: inhibitors of mouse SR-BI mediated HDL lipid uptake. Q61009. ldlA[mSR-BI] CHO cells, DiI-HDL uptake fluorescence, 3 h. inhibition, % at 12.5 µM. 320,000 tested, 0.96% active. AID 488896;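 active means mean replicate inhibition of at least 70% and a set share of replicates each scoring 70 or more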;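 further: 0% = median of neutral control wells and 100% = median of positive control wells; values of inactives mirror those of a sister screen read the other way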
Target sequence (Q61009 whole entry, looked up): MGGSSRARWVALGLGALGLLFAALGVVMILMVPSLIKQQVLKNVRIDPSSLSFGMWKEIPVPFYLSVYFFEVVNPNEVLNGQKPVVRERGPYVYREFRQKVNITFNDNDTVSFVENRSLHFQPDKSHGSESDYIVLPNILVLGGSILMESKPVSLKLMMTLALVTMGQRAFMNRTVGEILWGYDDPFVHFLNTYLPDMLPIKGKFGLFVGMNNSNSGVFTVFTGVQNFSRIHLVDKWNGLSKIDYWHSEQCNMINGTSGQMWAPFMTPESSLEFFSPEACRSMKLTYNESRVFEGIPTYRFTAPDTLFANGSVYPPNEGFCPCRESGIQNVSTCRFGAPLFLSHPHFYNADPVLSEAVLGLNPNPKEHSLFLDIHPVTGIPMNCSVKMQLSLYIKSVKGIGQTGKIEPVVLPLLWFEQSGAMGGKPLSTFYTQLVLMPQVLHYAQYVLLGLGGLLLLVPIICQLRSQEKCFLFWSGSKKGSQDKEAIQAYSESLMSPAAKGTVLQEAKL
Wnt act: Wnt/beta-catenin pathway activation | Wnt/beta-catenin reporter cell assay, activator, plate reader | activation, % at 9.35 µM | 300,000 tested, 1.2% active; in the data active means activation above about 30%, passing the limit was not always enough;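 further: 0% = neutral control wells and 100% = positive control wells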
dFosB activator: activators of mouse delta FosB homodimer | P13346 | purified delta FosB, TAMRA-CDK5 oligo fluorescence polarization; percent of positive-control signal above neutral wells | activation, % at 25 µM | 340,000 tested, 0.99% active | AID 493131;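 active means mean activation above about 17%, with every replicate also reaching it, limit read from the data, passing the limit was not always enough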;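 further: fluorescence polarization rise as delta FosB binds a TAMRA Cdk5 AP-1 oligo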
Target sequence (P13346 whole entry, looked up): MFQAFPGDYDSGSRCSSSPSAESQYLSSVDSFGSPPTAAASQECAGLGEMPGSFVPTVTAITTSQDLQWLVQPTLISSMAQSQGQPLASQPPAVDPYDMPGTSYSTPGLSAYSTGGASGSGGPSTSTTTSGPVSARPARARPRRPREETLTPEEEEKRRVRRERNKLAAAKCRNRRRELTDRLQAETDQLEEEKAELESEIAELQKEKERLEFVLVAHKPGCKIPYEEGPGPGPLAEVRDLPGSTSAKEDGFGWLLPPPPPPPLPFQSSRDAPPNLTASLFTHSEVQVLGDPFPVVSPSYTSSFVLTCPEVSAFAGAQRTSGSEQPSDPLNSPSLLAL
CDK5 inh: CDK5/p35 (human) kinase inhibition; AID 488839; inhibition, % at 10 µM; Q00535+Q15078; Recombinant CDK5/p35, ADP-Glo luminescence, 60 min; 330,000 tested, 0.01% active;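 active means highest replicate inhibition of at least 50% and at least 75% of replicates reaching 50%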;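 further: plate controls were DMSO neutral control for no effect and GW8510 at 10 µM for full effect; many of its hits are not listed in these tables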
Rtt109 HAT inh: blocks Candida albicans Rtt109/Vps75 acetyltransferase activity | purified Rtt109/Vps75, ThioGlo CoA-SH fluorescence, 4 h | Q5AAJ8 | inhibition, % at 34.9 µM | 330,000 tested, 0.16% active | AID 540336;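 active means inhibition of at least 50% in every replicate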
SR-BI uptake up: enhances SR-BI lipid uptake from DiI-HDL; CHO ldlA[mSR-BI] cells, DiI-HDL uptake fluorescence, 3 h; 100 = double the neutral-control signal; activation, % at 12.5 µM; 320,000 tested, 0.096% active; AID 504775;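 active means mean replicate activation of at least 60% and every replicate at or above 60%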;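 further: 0% = median plate neutral-control signal and 100% = twice that signal; values of inactives mirror those of a sister screen read the other way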
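Assay system: LDL receptor-deficient CHO ldlA cells overexpressing murine SR-BI / Medium: BSA-supplemented, HEPES-buffered Ham's F12, pH 7.4 / Probe or stimulus: DiI-labelled HDL at 10 µg/mL final / Timing: compound with DiI-HDL co-incubation, 3 h at 37 °C / Technique: bottom-read cell fluorescence after medium removal, ex 550/em 595 nm / Measure: HDL uptake via cellular fluorescence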
PvdQ acylase: P. aeruginosa PvdQ acylase inhibition; AID 488965; 340,000 tested, 0.063% active; purified PvdQ acylase, fluorescence plate reader; inhibition, % at 10 µM; in the data active means inhibition above about 30%, passing the limit was not always enough;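 further: 0% = vehicle neutral wells and 100% = reference inhibitor wells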
HTR5A ag: counter-screen for OPRM1-OPRD1 agonists: human HTR5A agonism. activation, % at 9.3 µM. AID 504692. 340,000 tested, 0.61% active. P47898. HTR5A agonist assay, luminescence, cell-based; in the data active means activation mostly above about 9.5%, no sharp cut-off; inactive means mostly below about 7.6%;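 further: 0% = cells with vehicle only and 100% = reference agonist; strong numbers were not always called active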
MITF act: MITF TRPM1 promoter activation in melanoma cells; SK-MEL-5 TRPM1-promoter luciferase, 24 h; % of positive control, neutral wells = 0; activation, % at 12.5 µM; 300,000 tested, 0.75% active;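 active means mean activation of at least 80% with every replicate also reaching 80%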;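 further: 0% = neutral control wells and 100% = parthenolide positive control wells; values of inactives mirror those of a sister screen read the other way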
Numbers without * were called inactive; nt = not tested or not shown.

The line under a structure holds: cardiac RTF act, SR-BI HDL uptake, Wnt act, dFosB activator, CDK5 inh, Rtt109 HAT inh, SR-BI uptake up, PvdQ acylase, HTR5A ag, MITF act
[1] COc1ccccc1CNC(=O)CN1C(=O)NC(C)(c2ccc(C(C)(C)C)cc2)C1=O (configuration not stated)
→ -0.7, -8.7, -0.7, -15.0, 4.0, 6.8, 8.7, -7.4, -0.2, 7.2
[2] CC(C)(C)NC(=O)C(c1ccccn1)N(C(=O)C1CSC(=O)C1)c1cccc(F)c1 (configuration not stated)
→ 6.3, -7.6, -0.3, -7.1, -3.0, -2.1, 7.6, -9.3, 3.1, -7.7
[3] Cc1ccccc1-c1noc(CCC(=O)NCCc2ccccc2)n1
→ -7.0, nt, 2.1, -3.8, 0.8, -3.5, nt, -10.9, 4.6, -1.5
[4] COc1ccccc1CC(=O)Nc1ccc2[nH]ncc2c1
→ 4.5, 0.6, -0.6, -5.8, -1.7, -4.3, -0.6, -12.3, -2.1, nt
[5] O=C(NC(O)C(=O)c1ccc(F)cc1)c1ccc(F)cc1 (configuration not stated)
→ -3.4, -10.7, 1.4, -3.3, 0.8, 6.8, 10.7, 1.4, -0.9, nt
[6] O=C(Cn1cnc2ccccc2c1=O)Nc1nnc(SCc2ccc(Cl)cc2)s1
→ -2.4, -0.6, -1.7, 24.6*, 0.6, -0.9, 0.6, 7.0, 2.5, 6.3
[7] Cc1ccc(-n2c(C)cc(C(=O)OCC(=O)N(CC(C)C)C3CCS(=O)(=O)C3)c2C)cc1 (configuration not stated)
→ 2.3, 13.6, 1.1, -17.6, 0.9, 3.2, -13.6, -12.9, 10.7, 5.7
[8] CC1CCc2nn(CC(=O)NCCN3CCOCC3)cc2C1 (configuration not stated)
→ 8.9, -27.6, -3.1, 0.5, 0.1, -14.6, 27.6, -17.6, 0.9, nt
[9] O=C1NC(c2ccc(F)cc2)Oc2ccccc21 (configuration not stated)
→ 4.7, -25.7, -2.1, -5.7, -0.5, 4.6, 25.7, -12.4, -2.7, nt
[10] C=CCc1c(C)nc(SCC(=C)C)[nH]c1=O
→ 3.6, -1.9, -5.2, -11.1, 0.8, -5.0, 1.9, -5.7, -4.4, nt
[11] O=C(NCC1CCCCC1)c1ccc(Cl)nc1
→ -2.4, -20.3, 2.1, -6.1, 0.0, 3.8, 20.3, 2.2, -5.7, 9.8
[12] O=C(CN1C(=O)c2ccccc2S1(=O)=O)c1ccc(O)c(O)c1
→ 5.4, nt, -1.0, -9.7, 0.7, 3.3, nt, -11.9, 0.3, nt
[13] Cc1ccc(-c2cc(C(F)(F)F)n3nc(C(=O)NCCCn4ccnc4)cc3n2)cc1C
→ -3.0, 57.2, -0.6, -25.0, -0.7, 5.3, -57.2, 0.0, 5.5, 17.8
[14] CCOc1cc(C2Nc3ccccc3NC3=C2C(=O)CC(C)(C)C3)ccc1O (configuration not stated)
→ 2.7, -23.1, -0.5, -10.1, 0.0, 1.3, 23.1, 7.8, 1.1, 11.1
[15] CCOC(=O)CSC1=C(C#N)C(c2sccc2C)C(C(C)=O)=C(C)N1 (configuration not stated)
→ 3.9, 20.1, -1.9, -5.5, 2.0, 5.4, -20.1, -4.9, -3.0, 10.3
[16] Cc1ccccc1NC(=O)C(NC1CCCCC1)C(C)C (configuration not stated)
→ 2.3, 9.7, 0.7, -8.4, 0.2, -7.1, -9.7, -10.1, 0.1, 0.9
[17] CCC(=O)Nc1nnc(SCC(=O)NC2CCCC2)s1
→ -3.1, nt, -3.0, -0.6, 0.0, -5.4, nt, -5.4, 8.4, 20.9
[18] CC(=O)c1ccc(OCCCC(=O)Nc2cc(Cl)ccc2-n2cncn2)cc1
→ -2.4, 14.4, -5.8, -1.1, -0.7, 4.6, -14.4, 18.9, -1.6, -8.5
[19] Fc1ccccc1NC(=S)N1CCN(c2ccccn2)CC1
→ 5.1, -20.8, nt, 2.7, -0.4, -5.8, 20.8, -14.1, 1.0, 5.5
[20] CN(C)S(=O)(=O)c1ccc(C(=O)Oc2ccccc2)cc1
→ -6.3, nt, 0.3, -3.7, 1.2, 25.5, nt, 5.7, 5.1, 2.7

Reformatted: 3 of the compounds above.
20) CN(C)S(=O)(=O)c1ccc(C(=O)Oc2ccccc2)cc1
- cardiac RTF act: -6.3
- SR-BI HDL uptake: nt
- Wnt act: 0.3
- dFosB activator: -3.7
- CDK5 inh: 1.2
- Rtt109 HAT inh: 25.5
- SR-BI uptake up: nt
- PvdQ acylase: 5.7
- HTR5A ag: 5.1
- MITF act: 2.7
4) COc1ccccc1CC(=O)Nc1ccc2[nH]ncc2c1
- cardiac RTF act: 4.5
- SR-BI HDL uptake: 0.6
- Wnt act: -0.6
- dFosB activator: -5.8
- CDK5 inh: -1.7
- Rtt109 HAT inh: -4.3
- SR-BI uptake up: -0.6
- PvdQ acylase: -12.3
- HTR5A ag: -2.1
- MITF act: nt
10) C=CCc1c(C)nc(SCC(=C)C)[nH]c1=O
- cardiac RTF act: 3.6
- SR-BI HDL uptake: -1.9
- Wnt act: -5.2
- dFosB activator: -11.1
- CDK5 inh: 0.8
- Rtt109 HAT inh: -5.0
- SR-BI uptake up: 1.9
- PvdQ acylase: -5.7
- HTR5A ag: -4.4
- MITF act: nt

(list continues)
The line under a structure holds: cardiac RTF act, SR-BI HDL uptake, Wnt act, dFosB activator, CDK5 inh, Rtt109 HAT inh, SR-BI uptake up, PvdQ acylase, HTR5A ag, MITF act
[21] O=C(CN1CCN(Cc2ccccc2)CC1)NCc1ccc(Cl)cc1
→ 0.4, -2.3, -1.1, 4.7, 1.2, -3.8, 2.3, -20.7, 3.9, nt
[22] CCn1cc(C(=O)N2CC(C)CC(C)C2)c(=O)c2cc(S(=O)(=O)N3CCCC3)ccc21 (configuration not stated)
→ 3.0, -8.9, -1.3, -6.1, 0.8, 16.8, 8.9, 21.1, 1.7, -5.0
[23] C/C(=N\Nc1ccccc1C(=O)O)c1ccncc1
→ 5.1, -14.1, 8.5, -1.3, 11.1, nt, 14.1, 9.1, -1.1, 69.9
[24] CCc1cccc(NC(=O)c2cccc3c2C(=O)N(CC2CCCO2)C3)c1 (configuration not stated)
→ 1.3, 8.6, -1.2, -29.2, 1.7, -9.5, -8.6, -5.2, 1.4, 47.1
[25] CCCN(C(=O)c1ccc2c(SCC(=O)O)c3c(nc2c1)CCC3)c1cccc(C)c1
→ -1.6, -5.0, -0.3, -4.0, nt, 0.7, 5.0, 0.8, 7.2, -6.5
[26] O=C(Nc1nnc(C2CC2)o1)c1ccc(S(=O)(=O)N2CCc3ccccc3C2)cc1
→ 1.1, -10.1, -0.1, -7.5, -0.5, -2.3, 10.1, -14.8, 2.0, -7.5
[27] O=C(O)c1cccc2c1C(=O)N(C1CCCC1)C2
→ -0.6, -4.4, 0.2, 1.3, 0.0, 0.1, 4.4, 2.2, -0.5, -5.1
[28] Cc1ccc(C(C)C)c(OCC(O)CN2CCN(CCO)CC2)c1 (configuration not stated)
→ 5.2, -27.4, -1.9, -0.9, -3.5, 20.3, 27.4, -12.3, 1.7, 6.2
[29] CC(=O)Nc1ccc(S(=O)(=O)N[C@@H](C)C(=O)Nc2ccc(N3CCOCC3)cc2)cc1
→ -5.4, -10.1, nt, -3.8, -1.1, -2.0, 10.1, 6.7, 0.3, 9.4
[30] COc1ccc(CCNC(=O)C2CC(=O)N(c3ccc(F)cc3)C2)cc1OC (configuration not stated)
→ 5.3, -17.3, nt, -0.1, 0.8, -4.0, 17.3, -6.3, -4.0, 4.8
[31] CCOC(=O)NC(=O)c1cn(-c2ccc(OC)cc2)c(=O)[nH]c1=O
→ 0.0, -25.6, 0.5, -0.8, -1.7, nt, 25.6, -0.8, 0.0, -6.1
[32] CCCS(=O)(=O)N1CCCC(C(=O)c2cccc(Cl)c2)C1 (configuration not stated)
→ 2.0, 8.9, -1.0, -1.0, -0.2, 8.6, -8.9, 8.6, 4.7, 18.1
[33] O=S(=O)(CCc1ccncc1)c1ccc(Cl)cc1
→ 0.8, -9.6, -1.0, 3.8, -0.8, -8.3, 9.6, -2.2, 2.4, -13.4
[34] O=C(CCC1CCCCC1)Nc1ccc(S(=O)(=O)Nc2nccs2)cc1
→ -2.2, 1.3, nt, -12.0, -1.2, 6.3, -1.3, -24.8, -3.7, -3.5
[35] Cc1ccc(C(=O)CCC(=O)OCC(=O)N2c3ccccc3NC(=O)C2(C)C)cc1
→ -1.5, 2.8, -1.6, -3.4, 1.0, 0.5, -2.8, -1.0, -1.4, -6.4
[36] O=C(COC(=O)c1cc[n+]([O-])cc1)Nc1cccc(Cl)c1Cl
→ 1.6, -5.1, 0.6, 3.4, 1.4, -3.2, 5.1, -9.3, -0.8, 19.7
[37] C[C@H](NC(=O)NCc1ccc(F)cc1)C(=O)O
→ -8.2, -15.7, -1.6, -4.4, -0.4, -2.6, 15.7, 13.3, -1.5, -2.7
[38] [N-]=[N+]=CC(=O)C(c1ccccc1)(c1ccccc1)c1ccccc1
→ -6.8, -28.8, -1.5, -14.0, -0.6, -3.0, 28.8, -7.9, 2.2, nt
[39] COc1cc(OC)c(OC)cc1/C=N/NC(=O)c1ccc2nc[nH]c2c1
→ 4.2, 17.3, -1.0, -2.8, 0.4, -3.1, -17.3, -2.9, 3.1, -6.4
[40] Cc1ccccc1OCC(=O)NCCNC(=O)c1ccncc1
→ -4.0, nt, 1.5, -6.3, -3.1, -3.1, nt, -1.9, 0.0, -11.3
[41] CN(CC(=O)Nc1ccccc1F)CC(=O)Nc1ccccc1Br
→ 3.2, -6.8, 0.0, -8.4, 0.9, 6.3, 6.8, -12.2, -0.5, 2.8
[42] Cn1c(CO)cnc1SCC(=O)c1ccc(F)cc1
→ -5.3, -17.3, 5.8, 7.2, 0.0, -6.9, 17.3, 1.9, -1.8, 33.3
[43] CCOc1ccc(NC(=S)NC(=O)/C=C/c2ccc(Br)cc2)c([N+](=O)[O-])c1
→ 7.6, -9.4, -16.7, -9.1, -4.1, 0.6, 9.4, -17.4, -1.4, 2.9
[44] O=C(Nc1ccccc1F)c1ccc(Br)o1
→ 6.5, -16.0, -3.3, 0.5, 0.1, -0.4, 16.0, -3.1, 13.0*, 17.9
[45] CC(=O)NC1C(=O)N=C(SCc2ccccc2)NC1=O (configuration not stated)
→ 5.1, -2.6, -1.8, 4.8, 0.2, -0.7, 2.6, -12.3, -0.1, nt
[46] CCCOCCOC(=O)C1=C(C)NC(=O)NC1c1cc(Cl)c(O)c(OC)c1 (configuration not stated)
→ 0.9, -1.7, -2.8, -1.9, -0.8, 12.3, 1.7, -7.0, -1.8, 3.6
[47] CC(C)Nc1nc2cccnc2s1
→ 10.7, 2.6, -1.4, -2.8, 0.4, -2.8, -2.6, -13.2, 2.4, -0.5
[48] COc1ccc(-c2nc(CS(=O)(=O)CC(=O)NCc3ccc4c(c3)OCO4)c(C)o2)cc1
→ 1.2, 0.4, 0.2, -0.2, 2.1, 13.7, -0.4, 8.9, 0.8, 4.3
